Source: PubChem BioAssay (Fisher Drug Discovery Resource Center)
mcGAS RapidFire: inhibitors of Mus musculus cyclic GMP-AMP synthase, initial high-throughput assay, cell-free, RapidFire MS; AID 1259397, 2018; Q8C6L5; hit rate 0.18% among 130,000; inhibition, % at 12.5 µM; recombinant mouse cGAS, cGAMP by RapidFire MS;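 active = inhibition of cGAS enzyme activity at or above 60%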;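 also: enzyme stimulated by 45 bp dsDNA with ATP and GTP substrates; cGAMP share of summed cGAMP plus half ATP and half GTP signals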
Target sequence (Q8C6L5 whole entry, looked up): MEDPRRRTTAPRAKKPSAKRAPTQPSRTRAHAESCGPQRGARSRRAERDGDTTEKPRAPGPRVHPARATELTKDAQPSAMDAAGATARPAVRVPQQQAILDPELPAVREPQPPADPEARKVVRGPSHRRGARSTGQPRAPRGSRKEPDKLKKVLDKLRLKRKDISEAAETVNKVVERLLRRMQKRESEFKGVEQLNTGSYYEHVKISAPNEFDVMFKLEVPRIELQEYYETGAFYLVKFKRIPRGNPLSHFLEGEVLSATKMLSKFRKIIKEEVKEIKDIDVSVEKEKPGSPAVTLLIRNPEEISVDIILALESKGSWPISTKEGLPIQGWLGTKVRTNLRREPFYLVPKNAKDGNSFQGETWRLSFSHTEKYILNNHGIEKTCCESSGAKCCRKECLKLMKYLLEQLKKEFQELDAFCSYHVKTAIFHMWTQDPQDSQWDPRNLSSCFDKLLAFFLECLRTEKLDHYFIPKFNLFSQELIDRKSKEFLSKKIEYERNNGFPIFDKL
* = called active by the depositor; & = joins results of further samples. Only part of the results is shown (hit frequency here may not be typical).

Molecule | mcGAS RapidFire
CCCCOc1ccc(S(=O)(=O)NCc2ccco2)cc1 | 5
COc1ccc(C=O)cc1OCc1nc(CCC(C)C)no1 | -8
O=C1CCC(=O)N1Cc1ccc(C(=O)N2CCCc3cc(F)cc(F)c32)cc1 | -2
CCCC(=O)N1CCCC1C(=O)NCCCOc1ccc(F)cc1 (centres undefined) | 7
CC1CCCCC1NC(=O)C(C)S(=O)(=O)Cc1csc(-c2cccs2)n1 (centres undefined) | 0
CCc1ccc(Nc2nc(-c3cnc(N4CCCC4)nc3C)cc(=O)[nH]2)cc1 | 6
COc1ccccc1-n1cc(-c2nc(CC3CCN(C)CC3)no2)cn1 | -26
CC1(C(=O)NS(=O)(=O)c2ccc(C#N)cc2)CCN1C(=O)C1(c2ccc(Cl)cc2)CC1 (centres undefined) | -3
CC1CCN(Cc2nnnn2CC(=O)NC2CCCN(Cc3ccccc3)C2)CC1 (centres undefined) | -4
CC(=O)c1ccccc1C(=O)N1CCC(CCC(=O)Nc2ccc3c(c2)OCCO3)CC1 | -1
Cc1cc(C)n(CC(C)NCc2c(C(=O)N3CCCCC3)nc3c(C)cccn23)n1 (centres undefined) | -6
CC(C)Oc1ccc(-n2ncc3c2C(Cc2cscn2)NC3=O)cc1 (centres undefined) | 0

A section from further up:
Molecule | mcGAS RapidFire
CC1CCN(Cc2nnnn2CC(=O)NC2CCCN(Cc3ccccc3)C2)CC1 (centres undefined) | -4
CC(=O)c1ccccc1C(=O)N1CCC(CCC(=O)Nc2ccc3c(c2)OCCO3)CC1 | -1

Other records:
Molecule | mcGAS RapidFire
COc1c(NC(=O)Nc2ccc(F)cc2C#N)c(C)nn1C | -13
Cc1nnsc1C(=O)N1CCCC(N(C)Cc2ccccc2)C1 (centres undefined) | 9
CCn1c(=O)n(CCS(=O)(=O)Oc2ccccc2)c2ccccc21 | -13
Cc1oc(-c2cc(F)ccc2F)nc1CN(C)C1CCOC1 (centres undefined) | -10
CN(CCc1nc2ccc(F)cc2[nH]1)C(=O)[C@@H]1Cc2ccccc2N1 | -3
O=C(O)c1cnc2c(c1)n(CC1CCCO1)c(=O)n2C1CCCCC1 (centres undefined) | -13
Cc1ccc2c(c1)c1c3n2CC(=O)N(Cc2ccccc2)C3CCC1 (centres undefined) | -45
CCC(=O)Oc1ccc(C=C2C(=O)NC(=S)NC2=O)cc1OC | 6
O=C(c1ccc2n[nH]nc2c1)N1CC(c2cccnc2)C1 | -1
O=C(CSC(F)(F)F)Nc1cc2c(cc1Cl)OCO2 | -9
COc1ccc(C)cc1NC(=O)CCc1cccs1 | 3
Cc1ccc(-n2ncc3c(=O)n(NC(=O)Cc4cccc5ccccc45)cnc32)cc1 | -2

Further records
Molecule | mcGAS RapidFire
Cc1ccc(C2(C)N(O)C(C)C(c3cccs3)=[N+]2[O-])cc1 (centres undefined) | 4
CC1(C)CCCC(C)(C)N1Sc1ccccc1 | -1
COC(=O)c1cc2n(n1)CCN(c1cncc(C(=O)N3CCCCC3)n1)C2 | -11
CCCCn1c(N)c(N(Cc2ccco2)C(=O)c2cc(F)cc(F)c2)c(=O)[nH]c1=O | 9
CCCCn1c(N2CCN(Cc3ccc(F)cc3)CC2)nc2c1c(=O)[nH]c(=O)n2C | -5
Cc1cc(C)c[n+](-c2nc3ccccc3nc2C(C#N)C#N)c1 | 15&18
COc1ccc(OC)c(-n2c(SCCC(C)C)nnc2-c2cccc(S(=O)(=O)N(C)C)c2)c1 | -3
Cc1cc(C)n(C2CCN(C(=O)CC(=O)Nc3ccccc3C)C2)n1 (centres undefined) | -1
COc1ccc(N2C(=O)C3C4C=CC(C4=C(C)C)C3C2=O)cc1 (centres undefined) | -1
CCn1nnc2c(N3CCN(c4ccc([N+](=O)[O-])cc4)CC3)ncnc21 | -10
CCOC(=O)c1nc2ccccc2nc1N1CCN(C(=O)c2cccs2)CC1 | -5
O=C(NCCn1cc(C2CC=CCC2)nn1)c1ccccc1Cl (centres undefined) | 7

(list continues)
Molecule | mcGAS RapidFire
O=C(CSc1ncnc2c1cnn2-c1ccc(F)cc1)NCc1ccco1 | -4
O=C(CCn1cnnn1)N1CCCC(N2CCN(c3cccc(C(F)(F)F)c3)CC2)C1 (centres undefined) | -7&0
O=C(NCc1c(F)cccc1F)c1csc(NS(=O)(=O)c2cccs2)n1 | -6
Cc1cc(C(=O)OCC(=O)N2CCC(C)CC2)c2ccccc2n1 | 24
Fc1ccc(-c2[nH]ncc2CN(Cc2ccsc2)C2CC2)cc1 | -11
NC(=O)C1CCCN1Cc1cccc(NC(=O)COc2cccc(F)c2)c1 (centres undefined) | -5
O=CC1=Cc2cc(Br)ccc2OC1 | -6
O=C(CCCNC(=O)C12CC3CC(CC(C3)C1)C2)Nc1cccc(Cl)c1 | -3
CC(OC(=O)c1ccc(S(C)(=O)=O)cc1)C(=O)N(C(C)C)C(C)C (centres undefined) | 3
CC1CN(Cc2ccc(-n3cccn3)cc2)c2ccccc21 (centres undefined) | -7
Cc1nc(NC(=O)N(C)Cc2ccco2)n[nH]1 | -45
COCCN(Cc1ccc(C)cc1)Cc1c(Cl)nc2sccn12 | -6

Arranged by molecular weight (highest first): some entries from above.
Molecule | mcGAS RapidFire
O=C(NCc1c(F)cccc1F)c1csc(NS(=O)(=O)c2cccs2)n1 | -6
NC(=O)C1CCCN1Cc1cccc(NC(=O)COc2cccc(F)c2)c1 (centres undefined) | -5
CC1CN(Cc2ccc(-n3cccn3)cc2)c2ccccc21 (centres undefined) | -7

Remaining list, next part.
Molecule | mcGAS RapidFire
COC(=O)c1ccc(/C=N\n2c(=O)c(C(C)(C)C)nn3cnnc23)cc1 | -4
c1ccc(OCc2nc(-c3ccccn3)n[nH]2)cc1 | -3
CC1CCN(S(=O)(=O)NCC2(N(C)C)CCCCCC2)CC1 | -4
Cn1ccn2ncc(C(=O)N3C[C@H]4CC[C@@H](C3)N4)c12 | 3
CCn1ccc(C(=O)N(CCCN2CCOCC2)c2nc3c(F)cc(F)cc3s2)n1 | 5
O=C(NC1CCCCC1NC(=O)c1ccco1)c1ccco1 (centres undefined) | -5
CCOC(=O)COc1cc(Cl)c(C=O)cc1OCC | -20
CN1[C@H]2CC[C@@H]1CN(C(=O)C(=O)CCc1ccccc1)CC2 | -1
CC(C)n1cnnc1CN(C)Cc1ncc[nH]1 | -1
OC12CC3CC(C1)CC(Nc1cnccn1)(C3)C2 | 9
CC(C)(C)n1cc(NS(=O)(=O)c2cc(F)c(F)cc2F)cn1 | 0
O=[N+]([O-])c1cc(S(=O)(=O)Nc2ccccc2)ccc1NN=C1CC2CC=CC12 (centres undefined) | -9

Next compounds
compound,mcGAS RapidFire
CC(C)c1csc(C2CCN(C(=O)CCc3ccsc3)CC2)n1,-6
CC(NC(=O)C(C)(C)c1ccc2c(c1)OCCO2)C(O)c1cccc(F)c1 (centres undefined),-5
CC(C)C(NC(=O)c1ccc(F)cc1)c1cccs1 (centres undefined),0
O=C(Nc1ccc(-c2ccccc2)nn1)C1CCCO1 (centres undefined),-9
CCOC(=O)C1(Cc2ccc(OC)cc2)CCN(C(=O)CSC)CC1,5
CCNC(=O)c1ccccc1SCC(=O)Nc1ccc(F)cc1,19
CC(C(=O)N1c2ccccc2CC1C)N1C(=O)NC2(CCCc3sccc32)C1=O (centres undefined),-3
O=C(CNc1ccc2c(c1)OC(F)(F)O2)N1CCc2sccc2C1,-15
COc1ccc(C)cc1S(=O)(=O)N1CCN(C)CC1c1ccccc1 (centres undefined),-3
CCN(CC)C(=O)CSc1ncc[nH]1,-2
CS(=O)(=O)N1CCCC(C(=O)N(C2CC2)C2CCc3ccccc32)C1 (centres undefined),-1
Cn1cncc1-c1cc(NCc2cccnc2)nc2[nH]ccc12,-12
O=C(c1cccc(SC(F)F)c1)N1CCC(n2c(=O)[nH]c3ccccc32)CC1,6
CC(NC(=S)NCCN1CCOCC1)C1CC2CCC1C2 (centres undefined),-6
Cc1ncsc1CCC(=O)NCc1cn[nH]c1-c1ccc(F)cc1,-15

Other records follow.
compound,mcGAS RapidFire
CN(C(=O)COC(=O)c1ccc2c(c1)C(=O)N(Cc1ccco1)C2=O)c1ccccc1,0
CC1(C(=O)NCc2ccccc2Br)CCN1Cc1ccc(-c2ccccn2)cc1 (centres undefined),-7
CCCNCC(=O)NCC(=O)Nc1ccccc1,-5
Cc1nn(C)c(Cl)c1CN(C)Cc1noc(CC(C)C)n1,-14
Cc1noc(C(C)NC(=O)Nc2ccccc2C(C)(C)C)n1 (centres undefined),-6
Cc1[nH]c2ccccc2c1CC(=O)N1CCN2C(=O)CN(C)C(=O)C2C1 (centres undefined),-26
NC(=O)CCN(C(=O)COc1ccccc1Cl)c1ccccc1,5
CC(C)c1nc2cc(NC(=O)CN3CCCCCCC3=O)ccc2o1,-10
Cc1cc(Nc2ccc3c(n2)C(=O)N([C@H](C)C(=O)N[C@H](C)c2ccccc2)C3)n(C)n1,6
Cn1c(N)c(-c2nc(C3CCCC3)c(C(=O)c3cc(F)ccc3F)s2)c(=O)n(C)c1=O,-5
COCC(NC(=O)C(=O)N1CCCCCC1)c1ccnn1C (centres undefined),-11
CN(Cc1ccccc1)C(=O)CCC1CCN(C(=O)CN2CCOC2=O)CC1,-2
CC(C)C(=O)N1CCCC(OCc2cccc([N+](=O)[O-])c2)C1 (centres undefined),6
Cn1cc(C(=O)Nc2ccc(Cl)c(Cl)c2)c2[nH]c(=O)n(-c3ccc(Cl)cc3)c(=O)c21,-29
COC(=O)C1CN(C(=O)NC(C)c2cc(C)ccc2C)CCO1 (centres undefined),-31

Next section (2 carried over from the part before).
compound,mcGAS RapidFire
Cn1cc(C(=O)Nc2ccc(Cl)c(Cl)c2)c2[nH]c(=O)n(-c3ccc(Cl)cc3)c(=O)c21,-29
COC(=O)C1CN(C(=O)NC(C)c2cc(C)ccc2C)CCO1 (centres undefined),-31
Cc1ccc(S(=O)(=O)NC2CCSc3ccc(Cl)cc32)cc1C (centres undefined),2
Cc1nn(-c2ccccc2)c(C)c1-c1ccnc(NCCC2CCCN2C)n1 (centres undefined),7
O=C1NC(=O)C(Cc2ccccc2)(Cc2ccccc2)N1,-13
CC(C)(NC(=O)CCCNC(=O)c1ccc(F)cc1)c1ccc(F)c(F)c1,-2
N#CC1COCCN1C(=O)c1cc(-n2cccn2)ccn1 (centres undefined),-2
CN(Cc1cnc(N2CCOCC2)s1)Cc1ccnc2ccccc12,-7
COc1cc(Br)c(OC)c(C(=O)Nc2ccc(SC)cc2)c1,-3
COc1cccc(NC(=O)COc2ccc(F)cc2Cl)c1,-17
CCOC(=O)Cc1ncccc1C(=O)NC1CCCC(C)C1 (centres undefined),-1
CN(Cc1ccsc1)C(=O)c1ccccc1Oc1ccccc1,-1
CCn1nc(C(=O)N=c2sc3cc(OC)ccc3n2CCSC)cc1C,10
O=C(COc1ccccc1F)Nc1n[nH]c(-c2ccc(F)cc2)n1,-2
Cc1cccc(C(=O)NCCCn2nc(-c3ccc(Cl)cc3)ccc2=O)c1,6
CN1CCCN(CC(=O)NC[C@H]2CC[C@@H]3C[C@H]2C3(C)C)CC1,-19
CNC(=O)Cc1noc(-c2cc3c(s2)CCCCCC3)n1,-16

The final 3 compounds of the part before are carried over, then new ones follow.
compound,mcGAS RapidFire
Cc1cccc(C(=O)NCCCn2nc(-c3ccc(Cl)cc3)ccc2=O)c1,6
CN1CCCN(CC(=O)NC[C@H]2CC[C@@H]3C[C@H]2C3(C)C)CC1,-19
CNC(=O)Cc1noc(-c2cc3c(s2)CCCCCC3)n1,-16
COc1cc(CNS(=O)(=O)c2cc(C)ccc2F)ccn1,1
CC1(C)CC(NC(=O)C23CCC(C)(c4nc5ccccc5nc42)C3(C)C)CC(C)(C)N1 (centres undefined),-2
O=C(CN1C(=O)NC2(CCCCC2)C1=O)Nc1cc(F)cc(F)c1,-1
O=C(CN(CCc1ccccc1)S(=O)(=O)c1cc(Cl)ccc1Cl)NCC1CCCO1 (centres undefined),-4
Cc1cc(N2CCN(Cc3noc(C)n3)CC2)nc(-c2cccnc2)n1,-20
O=C1N(c2ccccc2)C[C@@H]2C[C@@H](c3cc4ccccc4o3)N3CCC[C@@]123,-3
CCC(C)(NCC(=O)N1CCNC(=O)C1)c1nccs1 (centres undefined),-2
Cc1ccccc1NC(=O)CSc1nc2[nH]ncc2c(=O)[nH]1,-9
Cc1sc2nc(SC(C(N)=O)c3ccccc3)n(C(C)C)c(=O)c2c1C (centres undefined),-1
CCCCOc1ccc(C(=O)Nc2nnc(SCC(=O)Nc3nnc(SCC)s3)s2)cc1,4
NC(N)=NCCCN1CCCC1,1
C=c1occc1=C1NN=C(SCC(=O)NC(=O)c2cccn2C)O1,-24
CC(NC(=O)NC(=O)N(C1CCCCC1)S(C)(=O)=O)C1CC2CCC1C2 (centres undefined),1
COc1cccc(-n2cc(CN(C)C(=O)CC3C(=O)NCCN3CC(C)C)cn2)c1 (centres undefined),-6
Cn1ccc(NC(=O)CCc2ccc3c(c2)OCO3)n1,-8

Additional structures:
compound,mcGAS RapidFire
CCCC(=O)Nc1ccc(Nc2nc(C)cc(N3CCOCC3)n2)cc1,-7
COc1ccc(C2=NC(=CC3=Cc4ccccc4OC3)C(=O)O2)cc1OC,-11
c1ccc(-c2nnc(CN3CCCC3c3ccccn3)o2)cc1 (centres undefined),-33
CCN(CC)Cc1ccc(C(=O)O)o1,-3
CC(=O)[C@H]1CC[C@H]2[C@@H]3CC=C4C[C@@H](O)CC[C@]4(C)[C@H]3CC[C@]12C,-1
C=CCSc1nnc2[nH]c(=O)cc(N)n12,-6
O=C(CC12CC3CC(CC(C3)C1)C2)NNC(=O)c1cnccn1,-3
Cc1cc(C(=O)NCc2cc(N(C)C)nc3ccccc23)no1,0
CCc1nnsc1C(=O)OCc1ccc(C#N)cc1,7
Cn1cc(C2CCCN2C(=O)c2ccc(N3CCCC3)nn2)cn1 (centres undefined),-10
CCn1c(CCC(N)=O)n[nH]c1=S,-5
CC(C)(C#N)c1ccc(NC(=O)NC2CCCC2CO)cc1 (centres undefined),-4
COCCNC(=S)NCc1ccc2c(c1)cc(C)n2C,6
COc1cccc(CNCCCN2CCOCC2)c1O,7
